Source: PubChem
Vif-APOBEC3G blk: blocks the Vif interaction with human APOBEC3G. Potency, µM (doses to about 46.1 µM), inactives show at the top dose activity, negative = active, most hits filed as inhibitors. HeLa A3G-eYFP + Vif (tagged APOBEC3G with the HIV-1 protein that degrades it), YFP fluorescence, overnight. AID 602310. Q9HC16. 0.076% of 410,000 active;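 note: potency is the fitted concentration of half-maximal effect; % is set by controls: 0 for no effect and ±100 for the full control effect; nearly all actives have a fitted effect of over 60% in size; hits raise eYFP signal because A3G escapes Vif-driven loss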
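Read-out is eYFP fluorescence (Ex 488/Em 500-530) from Vif-expressing HeLa A3G-eYFP cells; more signal means A3G escaped Vif-mediated degradation. Cells plated overnight, compound pinned in, incubated overnight at 37 deg C.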
D1 antag: antagonists of human D1 dopamine receptor; P21728; HEK293 TREx D1 cells, calcium flux, dopamine EC80; stronger effect = lower value; activity change, negative = inhibition, % at 10 µM; 3.2% of 360,000 active; AID 504652; in the data active = activity change below about -30%; note: % is set by controls: 0 for no effect and ±100 for the full control effect
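Using tetracycline-induced force-coupled D1 Hek293 cells and a calcium dye, signals were followed for 180 s after compound, then for 180 s after EC80 dopamine, to detect inhibitors.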
GRP78 ERSR act: induces the endoplasmic reticulum stress response in human glioma cells; U87-MG GRP78 promoter luciferase reporter, 16 h; Potency, µM, for inactives: at the highest dose activation, hits mostly activators; 0.02% of 420,000 active; AID 602332; note: potency is the fitted concentration of half-maximal effect; series mostly up to about 76 µM; % of control where 0% means no effect; nearly all actives have a fitted effect of over 35% in size
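ERSR induction read as luciferase luminescence (Bright-Glo, 10 min at room temperature) in stably transfected human U87-MG glioma cells exposed to compounds for 16 h, using GRP78 as sensor.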
D1 agonist: human D1 receptor agonism; HEK293 T-REx D1 cells, calcium flux, agonist mode; activation, % at 2 µM; 1% of 360,000 active; in the data active = activation above about 30%; note: 0% is about no effect
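Agonism was scored from calcium flux recorded over 180 s (1 read/s) after pintool compound addition, following a 10-cycle baseline. Cells were inducible force-coupled HEK293 TREx D1, plated overnight at 30 C and loaded with no-wash calcium dye.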
D2 potentiator: positive allosteric modulators of human D2 dopamine receptor | potentiation, % at 10 µM | 0.34% of 340,000 active | HEK293 T-REx D2, calcium flux, EC20 dopamine potentiation | AID 485347 | P14416;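 active = potentiation over 3 SD above the plate norm, cut at about 30% in these data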; note: 0% is about no effect
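Tetracycline-induced Hek293 Trex D2 cells, force-coupled to calcium, loaded with no-wash calcium dye. Compound added with 180 s kinetic read for agonism, then EC20 dopamine and a further 180 s read for potentiation.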
D1 potentiator: potentiators of human D1 dopamine receptor; P21728; HEK293 TREx D1 cells, calcium flux, dopamine EC20 potentiation; potentiation, % at 10 µM; 0.036% of 360,000 active; AID 504651; in the data active = potentiation above about 30%; note: 0% is about no effect
LDHA inh: LDHA (human) enzyme inhibition | purified LDHA, NADH/diaphorase-resazurin fluorescence; stronger effect = lower value | P00338 | activity change, % (values are at about 110 or 230 µM) | AID 1347041 | 0.15% of 480,000 active; in the data active = activity change below about -30%; inconclusive = mostly about -25% to -30%;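 note: plate controls were DMSO wells for no effect and wells without enzyme for full effect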
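Resorufin fluorescence (ex540/em590), read at 0 and 20 min after diaphorase/resazurin addition, reports the NADH left after a 5 min room-temperature reaction of 2 nM human LDH5 with 0.06 mM NADH and 0.2 mM pyruvate.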
Vif-APOBEC3F blk: blocks the Vif interaction with APOBEC3F | HeLa A3F-eYFP + Vif (tagged APOBEC3F with the HIV-1 protein that degrades it), YFP fluorescence increase | Potency, µM (titrated, usually from 46.1 µM), for inactives: at the highest dose activity, negative = active | AID 602313 | 0.2% of 390,000 active; note: potency is the fitted concentration of half-maximal effect; % of control where 0% means no effect; nearly all actives have a fitted effect of over 65% in size
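HeLa cells stably expressing Vif plus C-terminally eYFP-tagged A3F were seeded, incubated overnight at 37 deg C, dosed with compound, incubated overnight again at 37 deg C. Yellow fluorescence (Ex 488/Em 500-530) reported blocked Vif-mediated A3F-eYFP degradation.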
RXFP1 ag: agonists of human relaxin receptor RXFP1 | Q9HBX9 | HEK293T-RXFP1 cAMP TR-FRET, 30 min; response scale: percent of porcine relaxin response, buffer zero | Potency, µM (highest dose often 57.5 µM), for inactives: top-dose activation, hits mostly activators | 0.3% of 370,000 active | AID 2676; note: potency is the fitted concentration of half-maximal effect; % is set by controls: 0 for no effect and ±100 for the full control effect; nearly all actives have a fitted effect of over 60% in size; many of its hits are not listed in these tables
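Agonist response is measured as cAMP accumulation in an RXFP1-transfected HEK293T line under PDE4 inhibition. Values are scaled between buffer-only and 29 nM porcine relaxin, and EC50s come from standard Hill equation fits.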
An asterisk follows results filed as active; ? = inconclusive; . = not tested or not shown. Unless noted, calls come from the whole dose curve; as a rule, active = well fitted curve in the direction sought with a large enough effect; inconclusive = small, poorly fitted or top-dose-only effect, or another doubt; inactive = no such curve, though single readings can be large; an effect the other way counts as inactive or inconclusive. An excerpt (hit frequency here may not be typical).

SMILES	Vif-APOBEC3G blk	D1 antag	GRP78 ERSR act	D1 agonist	D2 potentiator	D1 potentiator	LDHA inh	Vif-APOBEC3F blk	RXFP1 ag
COc1cc(NC(=O)c2ccc(-c3nc(CSc4ccccc4)c(C)o3)cc2)cc(OC)c1	12%	14	0%	11	-9	-2	-1	2%	0.7%
COc1cccc(S(=O)(=O)Nc2ccc(C(=O)Nc3ccncc3)cc2)c1	-11%	-5	-4%	2	6	-7	-9	6%	-0.3%
CC(C)OC(=O)CSc1nnc(-c2ccc([N+](=O)[O-])cc2)o1	-1%	-24	-5%	9	-1	-1	-5	8%	1.4%
COc1ccc(C(c2nnnn2C(C)(C)C)N2CCN(C)CC2)cc1OC (stereo not given)	-4%	3	-1%	0	11	-2	-10	2%	-0.6%
Cc1cc(NC(=O)CN(C)S(=O)(=O)c2ccc3c(c2)CCC(=O)N3)ccc1Br	5%	-7	-7%	6	2	-5	-12	-12%	-1.7%
Cc1ccc(-c2nc3ccccc3s2)cc1NC(=S)NC(=O)c1cccc2ccccc12	2%	-4	1%	2	-2	-6	-7	?	1.6%
O=C(NCC1CCCO1)c1cc([N+](=O)[O-])ccc1N1CCC(Cc2ccccc2)CC1 (stereo not given)	1%	-4	-5%	3	4	2	-11	1%	-0.8%
CC1CCc2c(C(=O)Nc3ccccn3)csc2C1 (stereo not given)	-7%	4	1%	-1	4	-2	-3	3%	0.0%
CC(=O)Nc1ccc(S(=O)(=O)Nc2ncccn2)cc1	-5%	0	1%	1	.	4	-1	-9%	0.0%
CCO[C@@H]1OC(C(=O)NC2CC2)=C[C@H](c2ccccc2)[C@H]1CCCO	-1%	-9	-4%	-4	2	2	-7	-1%	-0.7%
CCOc1ccc(N=Nc2cc(C(C)C)ccc2O)cc1	0%	19	-2%	2	6	-3	1	0%	3.9%
CN(CC(=O)NCc1ccccc1)Cc1ccc(Cl)cc1	-1%	3	4%	0	2	-1	-5	0%	1.7%
COC(=O)C[C@H]1C=C[C@@H](C(C(=O)OC)C(=O)OC)CN1C(C)=O	-4%	.	-1%	.	.	.	-7	2%	.
Cc1ncoc1C(=O)N1CCc2c([nH]c3ccccc23)C1C(C)(C)C (stereo not given)	0%	-3	-4%	1	.	0	-1	0%	-3.8%
Cc1ccc(NS(=O)(=O)c2cc3[nH]c(=O)c(=O)[nH]c3cc2C)cc1N(C)C	1%	2	-5%	3	-12	5	5	2%	6.1%
COC(=O)c1sccc1S(=O)(=O)NCc1ccc(S(N)(=O)=O)cc1	1%	2	-5%	2	-7	-4	-3	1%	-1.1%
Cc1ccc(-n2[nH]c(C)c(C=Nc3ccc(S(=O)(=O)Nc4nccs4)cc3)c2=O)c(C)c1	.	23	.	5	3	1	.	.	0.8%
NC(=O)C1(Nc2ccc(Br)cc2)CCCC1	0%	.	0%	.	.	.	-11	0%	.
Cc1ccc(C)c(-n2ccnc2SCC(N)=O)c1	0%	2	-2%	0	.	3	-2	-1%	0.3%
COc1ccc(C(=O)NCc2ccccc2)cc1S(=O)(=O)N1CCCc2ccccc21	1%	-1	-1%	7	13	-1	2	-13%	-0.5%

Ordered by formula weight (low to high): part of the list above
SMILES	Vif-APOBEC3G blk	D1 antag	GRP78 ERSR act	D1 agonist	D2 potentiator	D1 potentiator	LDHA inh	Vif-APOBEC3F blk	RXFP1 ag
CCOc1ccc(N=Nc2cc(C(C)C)ccc2O)cc1	0%	19	-2%	2	6	-3	1	0%	3.9%
CC(=O)Nc1ccc(S(=O)(=O)Nc2ncccn2)cc1	-5%	0	1%	1	.	4	-1	-9%	0.0%
COC(=O)C[C@H]1C=C[C@@H](C(C(=O)OC)C(=O)OC)CN1C(C)=O	-4%	.	-1%	.	.	.	-7	2%	.
COc1ccc(C(c2nnnn2C(C)(C)C)N2CCN(C)CC2)cc1OC (stereo not given)	-4%	3	-1%	0	11	-2	-10	2%	-0.6%
Cc1ccc(NS(=O)(=O)c2cc3[nH]c(=O)c(=O)[nH]c3cc2C)cc1N(C)C	1%	2	-5%	3	-12	5	5	2%	6.1%
COC(=O)c1sccc1S(=O)(=O)NCc1ccc(S(N)(=O)=O)cc1	1%	2	-5%	2	-7	-4	-3	1%	-1.1%
O=C(NCC1CCCO1)c1cc([N+](=O)[O-])ccc1N1CCC(Cc2ccccc2)CC1 (stereo not given)	1%	-4	-5%	3	4	2	-11	1%	-0.8%
Cc1ccc(-c2nc3ccccc3s2)cc1NC(=S)NC(=O)c1cccc2ccccc12	2%	-4	1%	2	-2	-6	-7	?	1.6%
Cc1cc(NC(=O)CN(C)S(=O)(=O)c2ccc3c(c2)CCC(=O)N3)ccc1Br	5%	-7	-7%	6	2	-5	-12	-12%	-1.7%

Continuation:
SMILES	Vif-APOBEC3G blk	D1 antag	GRP78 ERSR act	D1 agonist	D2 potentiator	D1 potentiator	LDHA inh	Vif-APOBEC3F blk	RXFP1 ag
COc1cc2c(cc1[N+](=O)[O-])n(C(C)C)c(=O)n2C(C)C	-2%	29	1%	1	6	-3	4	0%	2.9%
CCOC(=O)c1cc(OC(=O)c2cc(OC)c(OC)c(OC)c2)n(-c2ccccc2)n1	4%	-10	-2%	0	3	-3	-5	1%	-0.9%
COc1ccc(Cn2cccc(NC(=O)Nc3cccc(C#N)c3)c2=O)cc1	2%	20	-3%	6	5	-4	-7	?	-1.0%
COc1cccc(NC(=O)c2nc(SC)ncc2Cl)c1	-3%	23	-3%	3	10	-3	0	-1%	0.5%
CCn1c(SCC(=O)Nc2cc(C)on2)nc2sc(C)c(C)c2c1=O	.	4	.	1	-2	-8	.	.	8.5%
C#CCOCCOCCOCCNc1nc(N2CCN(C(=O)C([C@@H](C)O)n3cc([C@@H](N)CCCCN)nn3)CC2)nc(N2CCN(C(=O)[C@H](CCCCN)n3cc([C@@H](N)[C@H](C)CC)nn3)CC2)n1 (stereo not given in full)	2%	.	-2%	.	.	.	2	8%	.
COc1cc(C(=O)NCCc2ccccc2)ccc1OCC(=O)N1CCOCC1	-4%	14	-1%	1	12	8	-4	-15%	0.3%
CCOC(=O)c1sc(NC(=O)CN(CC)CC)c(C(=O)OCC)c1C	1%	2	1%	2	0	-6	-1	10%	5.6%
COc1ccc(/C=N/n2c(-c3ccccc3)n[nH]c2=S)cc1	1%	-1	-6%	1	-5	-7	-5	-1%	-0.2%
O=C(O)C1C2C=CC(C3CC23)C1C(=O)NCCc1ccccc1 (stereo not given)	2%	-8	-7%	0	-23	-3	-2	.	-0.4%
CC(=O)NCC(=O)OCc1ccc([N+](=O)[O-])cc1	0%	-2	-4%	6	-6	-4	-4	-19%	-3.5%
CCCN(CCC)CCCNC(=O)c1ccc2c(c1)N(CC)C(=O)c1ccccc1S2=O (stereo not given)	-5%	-6	-1%	2	-22	-3	-2	-9%	0.1%
Cc1c(NC(=O)C2CCCCN2S(=O)(=O)c2ccc(Cl)cc2)c(=O)n(-c2ccccc2)n1C (stereo not given)	-3%	5	-3%	-1	-4	4	-2	-6%	-0.1%
COc1ccc(OC)c(NC(=O)C2Cc3ccccc3CN2S(=O)(=O)c2ccc(F)cc2)c1 (stereo not given)	.	-8	.	2	-7	0	-2	.	0.6%
CCCCOC(=O)Nc1nnc(Cc2ccc(Cl)cc2)s1	0%	-19	-2%	3	-4	-4	-11	-3%	5.6%
COc1ccc(OC)c(NC(=O)CSc2nnc(-c3ccco3)o2)c1	0%	-21	-3%	3	8	2	-7	2%	-0.7%
CCn1c(-c2ccco2)nc2ccccc21	-1%	-4	1%	3	15	-6	-6	.	-0.7%
COc1ccc(CC(=O)Nc2c3c(nn2-c2cccc(C)c2C)CS(=O)C3)cc1 (stereo not given)	3%	-13	-8%	1	-3	2	-3	2%	-0.7%
NC(=O)COC(=O)Cc1coc2cc3c(cc12)CCC3	0%	-14	-5%	14	0	-4	2	6%	0.0%
Cc1cccc(C2NC(=O)c3c(sc(C)c3C)N2)c1O (stereo not given)	-2%	21	10%	1	13	-5	1	-6%	1.7%
COc1ccc(CNC(=O)C2CCC(CNc3nc(=S)[nH]c4ccccc34)CC2)cc1 (stereo not given)	.	-13	.	5	30	4	.	.	12%
Cc1ccc(S(=O)(=O)NNC(=O)c2snnc2C)cc1	0%	2	0%	1	-1	-1	2	-17%	0.7%
Cc1c(C(=O)NCc2ccccc2)oc2ccc(S(=O)(=O)N3CCCC3)cc12	2%	-14	-3%	2	0	-4	-11	-3%	1.1%
N#Cc1ccccc1CSc1nc2ccc(NC(=O)c3ccccc3C(=O)O)cc2s1	-10%	-13	3%	2	14	-2	-3	25%	2.4%
Clc1ccc(-c2noc(CN3CCN(c4ccccc4)CC3)n2)cc1	1%	-14	0%	3	.	-6	-5	-1%	0.5%
COc1ccc(-c2ccc(-c3noc(-c4ccccc4OC)n3)c(OC)n2)cc1	-26%	-14	-7%	9	0	-9	0	?	2.6%
CCOC(=O)C1(CCOc2ccccc2)CCN(S(=O)(=O)N(C)C)CC1	2%	4	-4%	3	5	0	-2	-16%	4.7%
CCC/C=N/Nc1nc2ccccc2s1	-4%	14	4%	3	-1	1	-1	10%	0.2%
Cc1cccc(NS(=O)(=O)c2ccc(C)c(C(=O)NCC(c3ccco3)N3CCCCC3)c2)c1 (stereo not given)	0%	-2	-2%	4	-10	3	-2	3%	1.5%
O=C(COc1coc(CN2CCc3ccccc32)cc1=O)Nc1cccc(F)c1	3%	2	-1%	2	-9	-6	1	0%	2.3%
Cc1cc(C)cc(NS(=O)(=O)c2ccc(-c3cc(C)no3)s2)c1	-10%	-10	-3%	2	-3	-2	1	-4%	0.8%
